Bioassay records as filed in PubChem.
PKA-R1A activ: activates the PKA-R1A holoenzyme complex. P00514+P68181. PKA-R1A dissociation, Cy5-IP20 fluorescence polarization; scaled: DMSO 0%, 113 µM cGMP 100%. activation, % at 11.4 µM. actives 0.083% (n = 340,000);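 active = percent activation above the mean of all tested compounds plus 3 SD, cut at about 19% in these data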;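 also: higher means more PKAc released from R1A so a rise in polarization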
AddAB inh: less growth of phage-infected E. coli with AddAB | E. coli expressing H. pylori AddAB, absorbance growth | inhibition, % at 11.9 µM | actives 0.29% (n = 330,000) | AID 435030; in the data active = inhibition above about 12%;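 also: 0% = vehicle wells of infected cells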
OPRM1-OPRD1 inv: inverse agonists of human mu-delta opioid receptor heterodimerization. inhibition, % at 9.3 µM. cell-based MOR-DOR heterodimer luminescence, inverse agonism. actives 0.21% (n = 340,000); in the data active = inhibition above about 22%, passing the limit was not always enough;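 also: 0% = cells with DMSO and 100% = wells without cells with DMSO; values of inactives mirror those of a sister screen read the other way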
Target sequence (P35372 whole entry, looked up): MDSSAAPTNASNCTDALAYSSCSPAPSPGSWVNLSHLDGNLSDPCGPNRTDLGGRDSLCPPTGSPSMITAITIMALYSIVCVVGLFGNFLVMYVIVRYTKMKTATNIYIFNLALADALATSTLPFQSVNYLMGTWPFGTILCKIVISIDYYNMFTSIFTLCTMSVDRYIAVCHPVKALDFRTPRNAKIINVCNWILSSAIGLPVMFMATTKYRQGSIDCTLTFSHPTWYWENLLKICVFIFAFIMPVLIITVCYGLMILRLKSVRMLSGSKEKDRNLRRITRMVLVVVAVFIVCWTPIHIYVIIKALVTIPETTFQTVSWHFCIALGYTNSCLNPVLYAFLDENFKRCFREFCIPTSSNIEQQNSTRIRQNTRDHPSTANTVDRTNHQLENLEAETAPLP
Target sequence (P41143 whole entry, looked up): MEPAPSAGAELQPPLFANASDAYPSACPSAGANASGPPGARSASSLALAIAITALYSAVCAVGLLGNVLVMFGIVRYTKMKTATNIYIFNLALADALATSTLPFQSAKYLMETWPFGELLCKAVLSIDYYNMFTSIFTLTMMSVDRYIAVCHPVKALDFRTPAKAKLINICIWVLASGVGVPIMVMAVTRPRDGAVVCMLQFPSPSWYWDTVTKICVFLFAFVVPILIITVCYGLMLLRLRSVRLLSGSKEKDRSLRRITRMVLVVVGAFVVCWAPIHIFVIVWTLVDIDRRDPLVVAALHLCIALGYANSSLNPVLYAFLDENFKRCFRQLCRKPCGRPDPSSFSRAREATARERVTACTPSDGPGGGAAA
PfHsp90 set2: reduces growth (ATP signal) of yeast expressing P. falciparum Hsp90 | inhibition, % at 9.4 µM | actives 0.32% (n = 310,000) | S. cerevisiae expressing PfHsp90, BacTiter-Glo ATP, 48 h; yeast lacking PDR1 and PDR3 efflux regulators;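 active = every replicate shows inhibition above about 80%, whatever the replicate mean, limit read from the data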;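 also: 0% = DMSO neutral controls and 100% = 20 µM radicicol positive controls; yeast relying on Plasmodium falciparum Hsp90 in place of its own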
HTR5A ag: activates human HTR5A in OPRM1-OPRD1 agonist counter-screen; P47898; HTR5A agonist assay, luminescence, cell-based; activation, % at 9.3 µM; actives 0.61% (n = 340,000); in the data active = activation mostly above about 9.5%, no sharp cut-off; inactive = mostly below about 7.6%;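 also: 0% = cells with vehicle only and 100% = reference agonist; strong numbers were not always called active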
HTR5A inv ag: HTR5A inverse agonism, opioid heterodimer counter-screen | AID 504634 | actives 0.083% (n = 340,000) | HTR5A cell line, luminescence | inhibition, % at 9.3 µM; in the data active = inhibition mostly above about 23%, no sharp cut-off; inactive = mostly below about 18%;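 also: 0% = cells with DMSO and 100% = no-cell wells with DMSO; some compounds called inactive have numbers as strong as hits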
MOR-DOR ag: agonists of human mu-delta opioid receptor heterodimerization; P35372+P41143; activation, % at 9.3 µM; AID 504326; actives 0.3% (n = 340,000); cells, OPRM1-OPRD1 heterodimerization, luminescence; in the data active = activation above about 18%;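 also: 0% = vehicle-treated cells and 100% = reference agonist; values of inactives mirror those of a sister screen read the other way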
E coli growth: counter-screen for AddAB inhibitors: E. coli growth inhibition; E. coli V3065 growth, OD600 absorbance, 18 h; inhibition, % at 11.9 µM; actives 0.27% (n = 330,000);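 active = inhibition above the campaign's mean inhibition across all tested compounds plus 3 SD, cut at about 9.9% in these data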;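 also: uninfected addAB+ strain grown without phage in ampicillin broth; 0% = DMSO wells and 100% = ciprofloxacin 0.95 µg/ml wells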
Pemphigus Ab inh: inhibitors of pemphigus antibody binding to human desmoglein-3 | P32926 | DSG3-coupled beads, scFv-anti-DSG3-GFP binding, flow cytometry; hits give low values | binding (percent of control), % at 10 µM | actives 0.48% (n = 310,000);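 active = binding more than 3 SD below its plate's average and above zero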;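 also: hits lower antibody fragment binding to DSG3; some compounds called inactive have numbers as strong as hits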
SUMO Mot1 rescue: SUMOylation pathway inhibition by Mot1-301 growth rescue; actives 1% (n = 320,000); growth rescue, % at 18.8 µM; S. cerevisiae Mot1-301 growth rescue, ATP luminescence, 38.5C; percent above DMSO median, 100 means doubled;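 active = every valid replicate shows activation above 250% relative to neutral control wells; inactive = the rest, any valid replicate at or below 250%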;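 also: OY570 slx delta 5 strain wells were the positive control but not used for scaling; some compounds called inactive have numbers as strong as hits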
phage Ecoli inh: E. coli growth loss with phage present | actives 0.26% (n = 360,000) | inhibition, % at 11.9 µM | growth absorbance; in the data active = inhibition above about 11%
Numbers without * were called inactive; x = no result given.

Every second line gives: PKA-R1A activ	AddAB inh	OPRM1-OPRD1 inv	PfHsp90 set2	HTR5A ag	HTR5A inv ag	MOR-DOR ag	E coli growth	Pemphigus Ab inh	SUMO Mot1 rescue	phage Ecoli inh
> Cc1cccc(N(C)S(=O)(=O)c2c(C)[nH]c(C)c2C(=O)N2CCCC2)c1
 : -3	2.7	23	-7	-8	18	-4.4	-1.3	103	12	3.2
> COc1ccccc1NC(=O)CN1CCN(CC(=O)Nc2ccc(S(N)(=O)=O)cc2)CC1
 : 3	1.6	8	9	2	-8	-1.5	-0.5	93	-7	0.3
> COc1ccc(OCc2csc(N)n2)cc1
 : -5	1.1	9	16	-1	-13	-1.9	0.5	109	2	1.7
> CCCCn1cnc2sc(-c3ccccc3)cc2c1=O
 : 2	3.1	16	-9	-1	-3	-3.1	-3.3	100	-18	-2.1
> COc1ccc(C=NNC(=O)c2ccccc2OCc2ccc(F)cc2)c(OC)c1
 : -3	1.3	3	-6	5	8	-0.7	1.9	102	3	2.5
> COc1ccc(CCNC(=O)CN2C(=O)NC3(CCOc4ccccc43)C2=O)cc1 (stereo unspecified)
 : 4	x	3	-1	4	-12	-0.5	x	95	x	3.0
> S=C(NCCc1ccccc1)N/N=C/c1c(Cl)cccc1Cl
 : 7	2.2	-20	15	-4	-32	3.8	-2.5	92	-17	1.7
> O=C(O)COc1ccccc1/C=N/NC(=O)CN1CCN(Cc2ccc(Cl)cc2)CC1
 : -6	-0.2	-4	-7	3	-8	0.8	-1.8	100	-4	2.4
> O=C(O)COc1cccc2nsnc12
 : -10	-0.3	13	-3	0	8	-2.4	4.3	86	-18	1.3
> Cn1cnnc1Sc1ccc(CN2CCN(C3CCCC3)C(CCO)C2)o1 (stereo unspecified)
 : -2	1.2	-5	-7	-1	8	0.7	0.1	106	4	1.3
> O=C([O-])c1cc(-c2ccccc2)cc(-c2ccccc2)[n+]1CCc1ccc(Cl)cc1
 : -15	x	10	17	1	-3	-1.9	x	105	x	2.1
> CC(=O)Nc1cc2c(cc1C(=O)c1ccc(C)cc1)OCCO2
 : -5	3.5	11	-4	0	0	-2.6	-0.9	x	10	2.9
> CC(Sc1ccccc1)C(=O)NCC(c1ccco1)N1CCCCC1 (stereo unspecified)
 : -5	0.0	11	11	-2	4	-2.0	2.6	122	368	0.8
> Cc1c(Cl)cccc1Nc1nc(N)nc(CSC(=S)N2CCOCC2)n1
 : -4	3.0	6	9	-1	2	-0.8	0.8	93	-16	4.4
> CC(C)(c1ccccc1)c1ccc(OCCn2cnc3ccccc3c2=O)cc1
 : -10	0.6	-5	0	-5	-3	0.8	-0.7	72	1	2.1
> CCOc1ccc(N2C(=O)CC(Cc3ccccc3OC)C2=O)cc1 (stereo unspecified)
 : -8	-3.9	9	9	12	-13	-1.8	-1.5	111	-9	0.3
> CCCCCC#CCN1CCN(C23CC4CC(CC(C4)C2)C3)CC1
 : -3	-2.3	5	-10	-2	8	-1.0	0.9	98	96	x
> Cc1occc1-c1nnc(SCC(=O)NCc2ccco2)n1CC(C)C
 : -6	0.1	3	1	0	14	-0.5	-0.6	96	-13	-0.3
> COc1ccccc1N(CC(O)Cn1c2ccccc2c2ccccc21)S(=O)(=O)c1ccccc1 (stereo unspecified)
 : -6	-3.7	-28	7	-5	12	4.3	-2.6	86	-5	2.4
> CC1(C)NC(=O)N(CCCCOc2ccc3c(c2)CCC3)C1=O
 : 1	1.2	-3	17	3	9	0.5	1.8	97	2	-0.6
> N#CSCC(=O)c1cccc2ccccc12
 : 5	-2.4	16	97*	-7	-49	-3.0	-1.3	101	148	2.2
> Cn1cc(CC(=O)NCCN2CCOCC2)c2ccccc21
 : -13	1.8	-18	x	2	-5	2.5	-0.4	84	-6	7.8
> Cc1ccc(NC(=O)CSCC(=O)N2CCN(Cc3ccc4c(c3)OCO4)CC2)cc1
 : -1	1.4	8	32	-3	-13	-1.5	0.6	108	-4	4.0
> N/C(=N\OC(=O)c1cccs1)c1ccc(Cl)cc1
 : x	0.0	x	x	x	x	x	-1.3	120	-4	2.4
> Cn1nc(-c2ccccc2F)c2cc(C(=O)N3CCN(C(=O)c4ccco4)CC3)sc21
 : -6	-2.2	9	x	-1	7	-1.6	0.9	110	7	1.5
> COC(=O)c1ccc2c(=O)n3c(nc2c1)SCC(c1ccccc1)=N3
 : -8	1.4	4	3	-1	4	-0.6	-1.5	97	230	0.4
> O=C(NNc1c2ccccc2nc2ccccc12)c1ccccc1Cl
 : 3	3.7	10	10	-2	6	-2.0	1.4	102	6	1.5
> CC(=O)Nc1ccc(Nc2nnc(-c3ccc(C)c(S(=O)(=O)NCCO)c3)c3ccccc23)cc1
 : -1	x	2	8	0	1	-0.4	x	104	-1	3.9
> CCCc1cc(=O)[nH]c(SCC(=O)c2cc(C)n(CC(F)(F)F)c2C)n1
 : -3	1.3	3	-15	-1	3	-0.7	1.4	x	3	0.9
> O=C1[C@@H](Oc2ccccc2)[C@@H](c2ccncc2)N1c1ccncc1
 : -6	0.9	22	23	-1	4	-4.4	2.5	104	x	0.1
> CN(CC(=O)Nc1ccc(OC(F)(F)F)cc1)C(=O)c1ccccc1SCC(=O)N1CCCC1
 : 3	x	3	-32	6	-17	-0.8	x	108	x	-0.3
> OCCC1CN(Cc2ccccn2)CCN1C1CCCC1 (stereo unspecified)
 : 4	-0.5	1	2	0	0	-0.1	0.6	99	3	-0.6
> COc1ccc2nc3cc(Cl)ccc3c(C#N)c2c1
 : -1	-0.2	-2	7	6	-16	0.3	-2.7	90	3	0.9
> COC(=O)c1ccc(CN(c2ccccc2Cl)S(C)(=O)=O)cc1
 : 1	3.5	10	15	0	-13	-2.0	-0.4	102	-19	3.5
> CCc1ccc(-c2cc(C)no2)cc1S(=O)(=O)N1CCCN(Cc2ccc(F)cc2)C1
 : 9	1.6	-15	-14	1	9	2.8	0.2	x	-8	2.2
> COc1ccc2sc(-c3ccc(S(C)(=O)=O)cc3)c(-c3ccc(C(N)=O)cc3)c2c1
 : -8	1.1	-18	-4	-6	15	3.3	0.8	96	24	2.6
> O=C(CN1CCN(C(=O)c2ccccc2)CC1)Nc1cc(S(=O)(=O)N2CCCC2)ccc1Cl
 : -4	2.4	-9	-16	-11	27	2.1	-2.8	x	-10	3.6
> Cc1ccc(N(C(=O)c2ccc(S(=O)(=O)N3CCOCC3)cc2)C2C=CS(=O)(=O)C2)cc1 (stereo unspecified)
 : -4	2.9	0	-3	-3	-32	0.0	-0.2	78	14	-0.4
> C=CCn1c(SCn2nnc3ccccc3c2=O)nnc1C1CCCCC1
 : 3	3.2	12	-5	0	-10	-2.8	1.9	x	-18	-1.7
> COc1ccc(CNCC(O)(c2ccccc2)c2ccccc2)cc1OC
 : 6	1.7	5	3	3	-2	-1.1	-1.5	109	7	3.6
> C/C(=N/NC(=O)c1ccccn1)c1ccco1
 : -3	1.2	10	24	1	2	-1.8	2.1	108	-16	1.6
> O=C(NC(=O)N1CCN(C(c2ccccc2)c2ccccc2)CC1)c1ccccc1
 : -1	-1.5	8	-1	0	0	-1.5	-1.4	95	51	-3.7
> O=C(CN1CCN(Cc2ccc(F)cc2Cl)C1=O)NCCc1ccccc1
 : -9	-1.7	5	11	16*	-46	-0.8	-0.6	105	-3	2.7
> N#Cc1ccccc1OCC(=O)Nc1ccc(S(=O)(=O)N2CCOCC2)cc1
 : -7	-0.9	17	x	0	0	-3.2	-1.1	98	-4	3.2
> CNC(=S)N1N=C(c2ccccc2)CC1c1ccccc1Cl (stereo unspecified)
 : 14	1.4	8	25	0	0	-1.7	0.4	95	-2	1.8
> O=C(c1ccccc1)c1ccc2c(c1)OCCCO2
 : 6	3.2	16	0	0	0	-3.2	-0.3	104	8	1.3
> CC(=O)c1cccc(Nc2c3c(nc4ccccc24)CCC3)c1
 : 2	2.2	15	-7	-1	5	-3.2	2.2	97	-5	0.8
> CC(C)C(NC(=O)c1ccccc1NC(=O)c1ccccc1)C(=O)NNC(=O)c1ccncc1 (stereo unspecified)
 : 0	1.9	6	10	0	-12	-1.2	-0.2	100	5	-1.0
> COc1ccc(C(=O)CNc2ccccc2Br)cc1
 : -1	-0.4	6	-11	-3	9	-1.4	-1.5	113	-16	1.6
> Cc1cccc(OCC(=O)Nc2ccc3c(c2)nc2n3CCOC2)c1
 : -1	3.2	2	6	0	4	-0.4	2.6	102	5	-0.5
> COc1ccc(-c2csc(NC(=O)c3ccc(S(=O)(=O)N4CCc5ccccc5C4)cc3)n2)cc1
 : -5	2.6	5	7	-2	-15	-0.8	-0.5	116	6	0.6
> COc1cc(C(=O)NC(=S)Nc2csc(-c3ccc(F)cc3)n2)cc(OC)c1OC
 : -7	-2.5	7	-24	4	-13	-1.5	-1.0	94	0	3.0
> Cc1ccc(N2C(=O)C3C4C=CC(CC4)C3C2=O)cc1Br (stereo unspecified)
 : 6	1.3	11	9	0	2	-2.3	3.1	95	2	0.5
> Cc1cc(C)cc(OCCNC(=O)CCc2ccccc2)c1
 : -12	-1.1	5	7	-1	2	-1.1	2.6	96	6	1.0
> CCCN(CCC(=O)Nc1ccccc1F)CC1CC1
 : -4	3.6	-2	-5	-3	8	0.4	-1.8	106	7	3.1
> c1ccc(-c2ccccc2OCCN2CCCCC2)cc1
 : -1	1.1	18	-10	3	12	-3.6	0.4	92	-2	2.0
> NNC(=O)c1ccc2c(c1)S(=O)(=O)NNC2=O
 : -5	2.9	12	-39	-3	11	-2.2	0.0	97	3	1.7

Compound profiles, from the list above. Values in the order: PKA-R1A activ | AddAB inh | OPRM1-OPRD1 inv | PfHsp90 set2 | HTR5A ag | HTR5A inv ag | MOR-DOR ag | E coli growth | Pemphigus Ab inh | SUMO Mot1 rescue | phage Ecoli inh
Shown for NNC(=O)c1ccc2c(c1)S(=O)(=O)NNC2=O : -5 | 2.9 | 12 | -39 | -3 | 11 | -2.2 | 0.0 | 97 | 3 | 1.7
Shown for COc1ccc(CCNC(=O)CN2C(=O)NC3(CCOc4ccccc43)C2=O)cc1 (stereo unspecified) : 4 | x | 3 | -1 | 4 | -12 | -0.5 | x | 95 | x | 3.0
Shown for O=C([O-])c1cc(-c2ccccc2)cc(-c2ccccc2)[n+]1CCc1ccc(Cl)cc1 : -15 | x | 10 | 17 | 1 | -3 | -1.9 | x | 105 | x | 2.1
Shown for COC(=O)c1ccc(CN(c2ccccc2Cl)S(C)(=O)=O)cc1 : 1 | 3.5 | 10 | 15 | 0 | -13 | -2.0 | -0.4 | 102 | -19 | 3.5
Shown for COC(=O)c1ccc2c(=O)n3c(nc2c1)SCC(c1ccccc1)=N3 : -8 | 1.4 | 4 | 3 | -1 | 4 | -0.6 | -1.5 | 97 | 230 | 0.4
